# KCNQ2 inh – KCNQ2 channel blockers in CHO-K1 cells – cell-based, FluxOR thallium flux, B-score, primary screen (AID 2156) | 20 min; stronger effect = lower value | B-score at 10 µM | 310,000 tested, 1.1% active | O88943;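 active = fluorescence ratio B-score at most minus 3 library SDs, with starting brightness B-score within 2 library SDs, cut at about -5.5 in these data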
# Target sequence (O88943 whole entry, looked up): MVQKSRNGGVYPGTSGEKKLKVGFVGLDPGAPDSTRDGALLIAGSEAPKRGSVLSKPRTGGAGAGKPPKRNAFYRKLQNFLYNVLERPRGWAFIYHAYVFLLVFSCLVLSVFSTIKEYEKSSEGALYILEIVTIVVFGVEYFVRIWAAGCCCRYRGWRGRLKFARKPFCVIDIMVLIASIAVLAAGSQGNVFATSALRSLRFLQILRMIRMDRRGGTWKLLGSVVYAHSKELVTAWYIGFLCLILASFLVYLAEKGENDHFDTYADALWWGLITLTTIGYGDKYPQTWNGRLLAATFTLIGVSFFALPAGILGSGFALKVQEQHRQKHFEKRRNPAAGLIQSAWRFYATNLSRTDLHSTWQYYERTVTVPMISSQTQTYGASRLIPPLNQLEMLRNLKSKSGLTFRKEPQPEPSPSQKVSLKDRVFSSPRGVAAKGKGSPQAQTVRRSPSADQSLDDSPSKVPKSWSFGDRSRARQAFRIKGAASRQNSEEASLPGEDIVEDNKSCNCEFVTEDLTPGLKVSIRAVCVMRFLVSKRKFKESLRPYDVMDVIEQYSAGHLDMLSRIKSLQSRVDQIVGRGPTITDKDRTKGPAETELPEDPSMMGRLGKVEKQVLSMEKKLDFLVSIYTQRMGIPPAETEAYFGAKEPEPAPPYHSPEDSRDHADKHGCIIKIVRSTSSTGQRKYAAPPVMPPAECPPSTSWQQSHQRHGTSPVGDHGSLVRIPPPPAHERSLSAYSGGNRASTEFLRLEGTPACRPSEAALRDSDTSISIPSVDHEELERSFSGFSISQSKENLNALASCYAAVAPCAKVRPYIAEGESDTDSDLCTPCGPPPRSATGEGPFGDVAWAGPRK
# Starred values were filed as active, the others as inactive; i = inactive.
SMILES,KCNQ2 inh
Cn1ccc(C(=O)N/N=C/c2ccncc2)n1,i
Cc1ccccc1CCNC(=O)C1CCN(S(=O)(=O)c2ccc(-n3cnnn3)cc2)CC1,i
CC(C)CC(C(=O)Oc1ccc2c3c(c(=O)oc2c1)CCC3)N1C(=O)c2ccccc2C1=O (centres undefined),i
O=C(OCc1cccc2ccccc12)c1ccc2c(=O)[nH]c(CN3CCOCC3)nc2c1,i
COc1ccc(C2/C(=C(/O)c3ccc4c(c3)CC(C)O4)C(=O)C(=O)N2CCN2CCOCC2)cc1OC (centres undefined),i
O=C(O)c1cc(Sc2ccc(Br)cc2)nc2ccccc12,i
O=C(CCN1C(=O)c2ccccc2S1(=O)=O)NCc1ccccc1Cl,i
Cc1nc2c(cnn2-c2ccc(Cl)cc2)c(=O)n1-c1ccc(N2CCC(C)CC2)cc1,i
Cc1ccc(O)c(N=Cc2cc(Cc3ccccc3)cc([N+](=O)[O-])c2O)c1,i
CC(C)C(c1nnnn1CCc1ccccc1)N1CCN(C(=O)c2ccco2)CC1 (centres undefined),i
C=C(C)CSc1nnc2n(Cc3ccccc3)c(=O)c3c4c(sc3n12)CCC4,i
COc1cc2c(cc1NC(=O)Cn1cnc3c1c(=O)n(C)c(=O)n3C)oc1ccccc12,i
CCCc1cc(=O)oc2c(C)c(OC3CCCCC3=O)ccc12 (centres undefined),i
Cc1nn2c(N3CCOCC3)cc(C(C)(C)C)nc2c1-c1ccc(Cl)cc1,i
Cc1cc(=O)[nH]c2c(N=Nc3ccc(O)cc3)c(N)nn12,i
COc1ccccc1-c1c(C#N)c(SCC(=O)N2CCCC2)nc(C)c1C(N)=O,i
O=C(CSc1nc(NS(=O)(=O)c2ccccc2)cc(=O)[nH]1)Nc1cccc(C(F)(F)F)c1,i
CCCN1C(=O)/C(=C\C=C2\N(CC)c3ccccc3C2(C)C)SC1=S,i
COc1ccc(C2=NN(C(=O)c3ccccc3)C(c3ccc(OC)c(OC)c3)C2)cc1OC (centres undefined),i
COc1cccc(CN2CCC(Oc3ccc(C(=O)NCc4ccccn4)cc3)CC2)c1O,i
CCOc1ccc(C2C(C(=O)c3ccco3)=C(O)C(=O)N2CCN(C)C)cc1 (centres undefined),i
O=c1c2ccccc2cnn1-c1nc2ccccc2[nH]1,i
COc1ccc(CC(=O)Nc2cccc(SC)c2)cc1OC,i
C=CCn1c(=S)[nH]c2scc(-c3cccs3)c2c1=O,i
COc1ccc(C(=O)/C=C/C(=O)N(CC(=O)NC2CCCCC2)Cc2ccccc2)c(O)c1,i
COc1ccc(-c2cc(C(F)(F)F)nc(SCC(=O)N3CC(C)OC(C)C3)n2)cc1OC (centres undefined),i
COc1ccc(OC)c(/C=C/c2[nH]c(=O)[nH]c(=O)c2[N+](=O)[O-])c1,i
O=C(c1cnn2c(C(F)(F)F)cc(-c3ccc(Br)cc3)nc12)N1CCOCC1,i
O=C1c2ccccc2-c2onc3ccc(N4CCCC4)c1c23,i
Cc1cc([N+](=O)[O-])nn1Cc1ccc(F)cc1,i

# Compounds above containing two or more sulfur atoms (4):
SMILES,KCNQ2 inh
C=C(C)CSc1nnc2n(Cc3ccccc3)c(=O)c3c4c(sc3n12)CCC4,i
O=C(CSc1nc(NS(=O)(=O)c2ccccc2)cc(=O)[nH]1)Nc1cccc(C(F)(F)F)c1,i
CCCN1C(=O)/C(=C\C=C2\N(CC)c3ccccc3C2(C)C)SC1=S,i
C=CCn1c(=S)[nH]c2scc(-c3cccs3)c2c1=O,i

# (continued)
SMILES,KCNQ2 inh
Cc1ccc(-n2ncc(C(=O)Nc3cc(Cl)cc(Cl)c3)c2C2CCNCC2)cc1C,i
CCC(C)(C)NC(=O)C(c1cccnc1)N(CCOC)C(=O)Cn1nnc2ccccc21 (centres undefined),i
O=C(CNC(=O)Cc1ccccc1)N=Nc1c(O)n(Cc2ccc3c(c2)OCO3)c2ccccc12,i
COC(=O)c1cccc(Nc2c3c(nc4ccccc24)CCC3)c1,-6.63*
COc1cc(C2C(C(=O)c3cc4ccccc4o3)=C(O)C(=O)N2CCN2CCOCC2)ccc1OCCC(C)C (centres undefined),i
CCOc1ccc2[nH]c(=O)c(CN(CCO)C(c3nnnn3C3CCCCC3)C(C)C)cc2c1 (centres undefined),i
Cc1cc(Cl)c2oc(C(=O)N(C)Cc3nccn3C)c(C)c2c1,i
Cc1cccc(C)c1OCC(O)CNS(=O)(=O)c1ccccc1C(=O)N1CCOCC1 (centres undefined),i
NS(=O)(=O)c1ccc(NCc2c(F)cccc2Cl)cc1,i
O=C1c2cccc3c(O)ccc(c23)C(=O)N1Cc1ccco1,i
COc1ccc(C=O)c2[nH]c3c(Cl)ncnc3c12,i
COc1cc(S(=O)(=O)N2CCN(C(=O)c3ccccc3F)CC2)c(OC)cc1NC(C)=O,i
Cc1ccccc1N(C(=O)c1snc(C(N)=O)c1N)C(C(=O)NC1CCCC1)c1ccco1 (centres undefined),i
O=C(CNS(=O)(=O)c1ccc(Br)s1)N1CCN(c2ncccn2)CC1,i
CCOC(=O)N1CCN(c2nc3ccc(C)cc3n3cnnc23)CC1,i
COc1ccc(S(=O)(=O)NCCOc2cccc3cccnc23)cc1OC,i
COC(=O)C1=C(C)NC2=C(C(=O)CCC2)C1c1cccs1 (centres undefined),i
O=c1c2cnn(-c3ccc(F)cc3)c2ncn1Cc1ccccn1,i
Cc1ccc(C23CC4CC(CC(CN)(C4)C2)C3)cc1,i
CN(C)CCCN(C(=O)/C=C/c1cccs1)c1nc2c(F)cccc2s1,i
CC1CCc2cc(F)cc3c(O)c(C(=O)NCc4ccco4)c(=O)n1c23 (centres undefined),i
COc1cccc(NC(=O)Cn2c(=O)n(CCCC(=O)NCc3ccco3)c(=O)c3ccccc32)c1,i
O=C(Nc1ccccc1C(=O)O)c1ncn[nH]1,i
CCCCC(c1nnnn1CC1CCCO1)N1CCN(c2nc3ccccc3s2)CC1 (centres undefined),i
COCCCNC(=O)c1c(N)n(/N=C/c2ccccn2)c2nc3ccccc3nc12,i
O=C(CCN1C(=O)C2C3CCC(C3)C2C1=O)Nc1ccc(F)cc1 (centres undefined),i
O=C(N=Nc1c(O)[nH]c2ccc(Br)cc12)c1cc(-c2cccs2)nc2ccccc12,i
COc1cc(C(=O)Nc2ccc(NC(=O)C3CCCCC3)nc2)cc(OC)c1OC,i
CC(=O)c1ccc(NC(=O)CCc2c(C)nc3ncnn3c2C)cc1,i
CCOc1ccc(C(=O)NCC2CCN(CC3CCCCC3)CC2)cc1,i
COc1ccc(C(=O)N2CCc3ccc(NC(=O)c4ccccn4)cc3C2)cc1F,i
CN(CCc1ccccc1)C(=O)c1cc(COc2cccc(C(F)(F)F)c2)on1,-5.54*
CN(C)c1nc(N2CCOCC2)nc(N(c2ccccc2)c2ccccc2)n1,i
Cc1cc(C)c(C)c(S(=O)(=O)NCC(=O)Nc2ccccc2F)c1C,i
Cc1ccc(OCC(=O)Nc2ccc(S(=O)(=O)N3CCOCC3)cc2)c(C)c1,i
COc1ccc(C(=O)O)cc1NC(=S)NC(=O)c1ccc(-c2ccc(Cl)cc2)o1,i
Cn1c(N)c(C(=O)c2cc(-c3ccccn3)nc3ccccc23)c(=O)[nH]c1=O,i
O=C(CSc1ncnc2ccccc12)Nc1ccc(N2CCOCC2)cc1,i
CC(=O)Nc1cccc(-c2csc(Nc3ncccn3)n2)c1,i
CCn1cc(CN2CCCC(CNS(=O)(=O)c3ccc(OC)cc3)C2)cn1 (centres undefined),i
CC(C)n1c(SCC(=O)N2c3ccccc3Sc3ccccc32)nc2c1c(=O)n(C)c(=O)n2C,i
COc1ccc(/C=N/N=C(\N)c2nonc2N)cc1,i
Cc1cc(C)c2c(c1)c1nnc(SCCN3CCOCC3)nc1n2C,i
CN1C(=O)/C(=C/C=C2\SCCN2C)SC1=S,i
O=[N+]([O-])c1ccc(Nc2c3ccccc3nc3ccccc23)cc1,i
CC(C)Cn1c(/C=N/Nc2nc3ccccc3[nH]2)nc2ccccc21,i
O=C(/C=C/c1ccccc1)Nc1ccc(Cl)cn1,i
COc1ccc(-n2nc3cc(C)c(NC(=O)CC(C)C)cc3n2)cc1,i
COc1ccc2c(c1)c1nnc(SCC(=O)N3CCCCC3C)nc1n2C (centres undefined),i
COc1cccc(N=c2oc3c(C)ncc(CO)c3cc2C(=O)Nc2ccccc2OC)c1,i
CC(=O)c1ccc(NC(=O)c2cc3nc4c(c(C(F)(F)F)n3n2)CCCC4)cc1,i
CCc1ccc(/C(C)=N/NS(=O)(=O)c2ccc(OC)cc2)s1,i
CCOc1ccccc1NC(=O)c1cc(-c2ccncc2)nc2c(Cl)cccc12,i
COc1ccc(/C=C2\SC(=S)NC2=O)cc1OS(=O)(=O)c1ccc(NC(C)=O)cc1,i
CCOCCCNC(=O)c1cn2c3c(ccc(Cl)c3c1=O)OC(C)C2 (centres undefined),i
Cn1c(=O)c2cn3ncccc3c2n(C)c1=O,i
COc1cc(/C=C(\C#N)c2nc3ccccc3s2)cc([N+](=O)[O-])c1O,i
O=C(O)c1ccccc1-c1ccc(/C=C/c2cc(C(F)(F)F)[nH]c(=O)n2)o1,i
O=C(Oc1ccc(NC2=C(Cl)C(=O)c3ccccc3C2=O)cc1)c1ccc([N+](=O)[O-])cc1,i
O=C(c1c[nH]c2ccc(S(=O)(=O)N3CCC4(CC3)OCCO4)cc2c1=O)N1CCOCC1,i

# Structures listed above shown as hits in KCNQ2 inh:
SMILES,KCNQ2 inh
COC(=O)c1cccc(Nc2c3c(nc4ccccc24)CCC3)c1,-6.63*
CN(CCc1ccccc1)C(=O)c1cc(COc2cccc(C(F)(F)F)c2)on1,-5.54*

# Compounds listed so far that have a thiophene ring, fused or not:
SMILES,KCNQ2 inh
C=C(C)CSc1nnc2n(Cc3ccccc3)c(=O)c3c4c(sc3n12)CCC4,i
C=CCn1c(=S)[nH]c2scc(-c3cccs3)c2c1=O,i
O=C(CNS(=O)(=O)c1ccc(Br)s1)N1CCN(c2ncccn2)CC1,i
COC(=O)C1=C(C)NC2=C(C(=O)CCC2)C1c1cccs1 (centres undefined),i
CN(C)CCCN(C(=O)/C=C/c1cccs1)c1nc2c(F)cccc2s1,i
O=C(N=Nc1c(O)[nH]c2ccc(Br)cc12)c1cc(-c2cccs2)nc2ccccc12,i
CCc1ccc(/C(C)=N/NS(=O)(=O)c2ccc(OC)cc2)s1,i

# Next section
SMILES,KCNQ2 inh
CCCC(=O)Nc1ccc(S(=O)(=O)Nc2cc(OC)ncn2)cc1,i
N#C/C(C(=O)Oc1ccccc1)=C1/Nc2ccccc2-c2ccccc21,i
Cc1ccc(/C=C2/SC(=S)N(CCCC(=O)Nc3ccc(O)cc3)C2=O)cc1,i
CCn1c(=O)cc(SCC(=O)N2CCN(c3ccccn3)CC2)c2ccccc21,i
Nc1cc2nc[nH]c2cc1N,i
COc1ccc(-c2cc(C)nc3c(-c4ccccc4)cnn23)cc1,i
CCCCN(C(=O)C1CCCC1)C1CCS(=O)(=O)C1 (centres undefined),i
COc1ccc(C(=O)Nc2ccccc2C(=O)NCCCn2ccnc2)cc1,i
Cc1noc(C)c1COc1ccc(C(=O)Nc2cccnc2)cc1,i
COc1cccc(OCC(=O)NNC(=O)c2ccc3ccccc3c2O)c1,i
COc1cc(C)ccc1OCc1cc(C(=O)N2CCCCCC2)no1,i
Cc1cc(C(C)(C)C)oc1C(=O)N1CCN(C(=O)c2oc(C(C)(C)C)cc2C)CC1,i
O=C1/C(=C/c2ccncc2)CCC/C1=C\c1ccncc1,i
COc1cc(Cn2c(C(=O)O)cc3sccc32)cc(OC)c1OC,i
CCOCc1cc(=O)[nH]c(SC)n1,i
CC(=O)c1ccc(N(C(=O)Cn2nnc3ccccc32)C(C(=O)NC2CCCCC2)c2cn(C)nc2C)cc1 (centres undefined),i
CC(=O)OCC(=O)[C@@]1(O)CCC2C3CCC4=CC(=O)CCC4(C)C3C(=O)CC21C (some centres undefined),i
Cc1ccccc1CCNC(=O)C1CCC(=O)N(CCc2cccc(F)c2)C1 (centres undefined),i
Cc1cc(NC(=O)c2cnccn2)no1,i
N#C/C(=C/c1ccc(N2CCCCC2)o1)C(=O)Nc1ccc2ccccc2c1,i
COCCNC(=S)NN=C1CCCCCC1,i
CCCc1cc2c(c(NC(C)=O)n1)c(=O)oc1ccccc12,i
C(=C\c1ccccc1)/CN1CCN(Cc2ccc3c(c2)OCCO3)CC1,i
COc1ccc(/C=C2\N=C(c3ccccc3Cl)NC2=O)cc1,i
O=[N+]([O-])C1=CC=C2C(=NC3(CCCCC3)N2O)C1=NCCc1ccccc1,i
CCCCc1c(C)nc2ccc(Br)cc2c1SCCC#N,i
O=C(Nc1ccn(Cc2ccccc2)n1)c1cccc(F)c1,i
COc1ccc(N(C)C(=O)Nc2ccc3nsnc3c2)cc1,i
C#CCOCCOCCOCCNc1nc(N2CCN(C(=O)C(Cc3cc4ccccc4[nH]3)n3cc(C(N)Cc4ccc(O)cc4)nn3)CC2)nc(N2CCN(C(=O)C(Cc3cc4ccccc4[nH]3)n3cc(C(N)Cc4ccc(O)cc4)nn3)CC2)n1 (centres undefined),i
O=C1CCC(C(=O)N2CCN(c3cnccn3)CC2)CN1CCc1ccc(Cl)cc1 (centres undefined),i

# Exported with tabs: 3 of the compounds above
canonical_smiles	KCNQ2 inh
COc1ccc(/C=C2\N=C(c3ccccc3Cl)NC2=O)cc1	i
O=[N+]([O-])C1=CC=C2C(=NC3(CCCCC3)N2O)C1=NCCc1ccccc1	i
CCCCc1c(C)nc2ccc(Br)cc2c1SCCC#N	i

# Next structures.
SMILES,KCNQ2 inh
C=CCOC(=O)C1=C(C)NC(SCC(=O)OCC)=C(C#N)C1c1ccc(O)c(OC)c1 (centres undefined),-8.14*
N#CC(C#N)=C1C=C2C=C(N3CCOCC3)CCC2CC1 (centres undefined),i
COc1ccc2nc(N=Nc3c(O)ccc4ccccc34)sc2c1,i
Cc1cccc(NC(=O)c2cnc3sccn3c2=O)c1C,i
COc1ccc(N/N=C(\C#N)C(=N)SCc2ccccc2)cc1,i
CCCNC(=O)OC[C@H]1O[C@H](CCO/N=C/[C@@H](NS(=O)(=O)c2ccc(C)cc2)[C@H](C)/C=C/CC(=O)OC)C=C[C@@H]1Oc1ccc(OC)cc1,i
C=CCSc1nc(-c2ccc(OC)cc2)c(C#N)c(=O)n1CC=C,i
CCc1ccc2[nH]c(C(=O)Nc3ccc(Br)c(C)n3)cc2c1,i

# Screening results deposited in PubChem BioAssay by Johns Hopkins Ion Channel Center.

# This is a subset; count on the stated rates, not on these rows.
